Screening data from PubChem.
APEX1 inh – blocks human APE1 abasic DNA cleavage. P27695. recombinant APE1, TAMRA/BHQ-2 abasic DNA cleavage fluorescence. Potency, µM (top dose mostly 65.8 µM), inactives show at the top dose activity change, negative = inhibition, actives largely listed as inhibitors. 0.35% of 350,000 active. AID 2517;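 also: plate controls were vehicle for no effect and reference inhibitor for full effect; nearly all actives have a fitted effect of over 55% in size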
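Substrate: short duplex with […] THF abasic site, 5'-TAMRA and 3'-BHQ-2, 50 nM final. APE1 at 0.75 nM, preincubated 15 min RT with compound. Fluorescence increase from first to third read measured activity.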
BLM helicase inh – blocks DNA unwinding by human BLM helicase; 0.2% of 350,000 active; P54132; recombinant BLM DNA unwinding, fluorescence dequenching; AID 2528; Potency, µM (titrated, usually from 56.1 µM), without a hit: top-dose activity change, negative = inhibition, most hits filed as inhibitors;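 also: plate controls were vehicle for no effect and no enzyme for full effect; nearly all actives have a fitted effect of over 35% in size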
* = called active by the depositor; ? = inconclusive; & = joins results of further samples; [ ] = remark or other dose. Calls follow the shape of the dose curve; as a rule, active = well fitted curve in the direction sought with a large enough effect; inconclusive = small, poorly fitted or top-dose-only effect, or another doubt; inactive = no such curve, though single readings can be large; an effect the other way counts as inactive or inconclusive. Potency is read from the fitted curve at half-maximal effect. These rows are one share of the data; count on the stated rates, not on these rows.

Order of values: APEX1 inh	BLM helicase inh
- CO[C@@H]1/C=C\CC(=O)N2CCC[C@@H]2C(=O)OC[C@@H](C)C(=O)OC[C@H]1C
    4%[12.4 µM]	-1%[12.4 µM]
- CCCCc1nc2c(c3c1C[C@H](C)OC3)CN(C(=O)NCc1ccco1)CC2
    -6%[12.4 µM]	-2%[12.4 µM]
- C#CCCCC(=S)Nc1ccccc1
    6%	-10%
- CC#CC(C)C(OCOC)C(CC(C)Cc1cc(Br)cc(OCc2ccccc2)c1OC)OC (stereo not drawn)
    3%[12.4 µM]	-1%[12.4 µM]
- COC(=O)C[C@H]1c2ccccc2C2=C(C[C@@H](C)[C@H]3C(=O)N(c4ccccc4)C(=O)[C@@H]23)N1C(=O)OC
    -2%&7%[12.4 µM]	1%&3%[12.4 µM]
- C=COCC1CN2C(CCC(C)C2c2ccc(Br)cc2)C(=O)O1 (stereo not drawn)
    19%[12.4 µM]	1%&0%[12.4 µM]
- COc1ccc(O[C@H]2C=C[C@@H](c3ccccc3)O[C@H]2COC(=O)CC/C(C)=N\OC[C@@H](C)[C@H](OCc2ccccc2)C(C)C)cc1
    17%[12.4 µM]	-5%[12.4 µM]
- CCOC(=O)N/N=C1/C[C@@H](O)[C@@H](O)[C@@H]2[C@H]3C(=O)N(c4ccc(F)cc4F)C(=O)[C@@H]3CC[C@@H]12
    14%[12.4 µM]	3%[12.4 µM]
- COC(=O)[C@@]1(Cc2ccc(F)cc2)[C@H]2c3cc(C(=O)N4CCCC4)n(CCc4c[nH]c5cc(F)ccc45)c3C[C@H]2CN1C(=O)c1ccccc1
    -8%	-7%
- CC(=O)OCC1OC(C#Cc2ccc(Cl)cc2)C=CC1OC(C)=O (stereo not drawn)
    14%&13%[12.4 µM]	1%&2%[12.4 µM]
- CC(C)C[C@@H](CC(=O)N[C@@H](CCCN)CC(=O)N[C@@H]1CCNC[C@H]1C(=O)N[C@H](CC(=O)N[C@@H](CCC(=O)O)CC(=O)O)CC(C)C)NC(=O)[C@@H]1CCCC[C@H]1N
    1%	0%
- COC(=O)NC(c1ccc(F)cc1)C(C(C)=O)C(=O)OC (stereo not drawn)
    ?	-1%[12.4 µM]
- C[C@@H]1C(=O)CC2C(C)(C)CCC[C@]2(C)[C@@]1(O)CCc1ccoc1 (stereo partly drawn)
    -3%	-3%
- CCOC(=O)CNC(=O)O[C@@H]1C(=O)c2ccc(OC)cc2O[C@H]1c1ccc2c(c1)OCO2
    13%	0%
- CCCCC[C@H](O)/C=C/[C@H]1OC(O)C[C@H](O)[C@@H]1C/C=C\CC(=O)O (stereo partly drawn)
    -2%	-1%
- C[C@H]1Cc2c(-c3ccccc3)nc3c(c2CO1)CN(C(=O)c1ccco1)CC3
    -4%[12.4 µM]	-1%[12.4 µM]
- CCCCc1nc2c(c3c1C[C@H](C)OC3)CN(S(=O)(=O)c1ccc(C#N)cc1)CC2
    -2%[12.4 µM]	-1%[12.4 µM]
- C#CCCCO/N=C1/C[C@@H](O)[C@@H](O)[C@@H]2[C@@H]3C(=O)N(C[C@@H]4CCCO4)C(=O)[C@H]3CC[C@H]12
    21%[12.4 µM]	0%[12.4 µM]
- CCN1CCCC1Cn1c(-c2ccccc2)nc2c(N3CCOCC3)nc(C)nc21 (stereo not drawn)
    -4%	3%
- COc1cccc([C@@H]2Oc3ccc(Br)cc3C[C@H]2OC(=O)N[C@H]2CCCc3ccccc32)c1
    8%	4%

The closing 4 compounds of the section before open the next one.
Order of values: APEX1 inh	BLM helicase inh
- CCCCc1nc2c(c3c1C[C@H](C)OC3)CN(S(=O)(=O)c1ccc(C#N)cc1)CC2
    -2%[12.4 µM]	-1%[12.4 µM]
- C#CCCCO/N=C1/C[C@@H](O)[C@@H](O)[C@@H]2[C@@H]3C(=O)N(C[C@@H]4CCCO4)C(=O)[C@H]3CC[C@H]12
    21%[12.4 µM]	0%[12.4 µM]
- CCN1CCCC1Cn1c(-c2ccccc2)nc2c(N3CCOCC3)nc(C)nc21 (stereo not drawn)
    -4%	3%
- COc1cccc([C@@H]2Oc3ccc(Br)cc3C[C@H]2OC(=O)N[C@H]2CCCc3ccccc32)c1
    8%	4%
- O=C(/C=C/c1ccccc1)N1CCCC1CO (stereo not drawn)
    ?	-3%[12.4 µM]
- c1ccc([C@H]2NCCc3c2[nH]c2ccccc32)cc1
    34%[activator][12.4 µM]	1%[12.4 µM]
- C=C1CCC[C@]2(C)C[C@H]3OC(=O)[C@H](CNCCc4ccccc4OC)C3CC12 (stereo partly drawn)
    10%	1%
- CC(C)=CCC/C(C)=C/CO/N=C1/C[C@@H](O)[C@@H](O)[C@@H]2[C@@H]3C(=O)N(Cc4ccccc4)C(=O)[C@H]3CC[C@@H]12
    ?	3%[12.4 µM]
- C[C@@H]1/C=C\CC(=O)OC[C@H](C)C(=O)N[C@@H](Cc2ccccc2)C(=O)OC1
    ?	0%[12.4 µM]
- COC(=O)c1ccc(C(NC(=O)OCc2ccccc2)/C(C)=C/[C@@H](C)C(=O)NCCc2c[nH]c3ccc(OC)cc23)cc1 (stereo partly drawn)
    -3%	-9%
- C=CC[C@@](C(C)=O)(C(=O)OC)C(NC(=O)OC(C)(C)C)c1ccccc1 (stereo partly drawn)
    4%	1%
- C/C=C(\C)[C@H](O)C[Si](C)(C)c1ccccc1
    3%	0%
- C=CCC(C)(O)CCc1ccccc1 (stereo not drawn)
    -1%	3%
- COc1cccc([C@@H]2Oc3ccc(OC)cc3C[C@H]2O)c1
    -2%	1%

Record cards (already shown).
`COC(=O)c1ccc(C(NC(=O)OCc2ccccc2)/C(C)=C/[C@@H](C)C(=O)NCCc2c[nH]c3ccc(OC)cc23)cc1` (stereo partly drawn) in the list: APEX1 inh = -3%; BLM helicase inh = -9%
`CC(C)=CCC/C(C)=C/CO/N=C1/C[C@@H](O)[C@@H](O)[C@@H]2[C@@H]3C(=O)N(Cc4ccccc4)C(=O)[C@H]3CC[C@@H]12` in the list: APEX1 inh = ?; BLM helicase inh = 3%[12.4 µM]

(more compounds)
Order of values: APEX1 inh	BLM helicase inh
- C=C(C(C)=O)C(O)c1ccc(C(F)(F)F)cc1 (stereo not drawn)
    15%	-1%
- CC12C=C(/C=C/c3ccc(Br)cc3)C(C)(C1)[C@H](c1ccc(Br)cc1)CC2=O (stereo partly drawn)
    16%	1%
- CO[C@H]1COC(=O)[C@H](Cc2ccccc2)NC(=O)C/C=C\[C@@H](C)[C@H](OC)COC(=O)C/C=C\[C@@H]1C
    ?	4%[12.4 µM]
- CCCn1c(-c2ccc(F)cc2)nc2c(NCCN3CCCC3)nc(C)nc21
    23%	-7%
- COc1ccc2c(c1)C(=O)[C@H](OC(=O)N[C@H](C)C1CCCCC1)[C@@H](c1ccc(OC)c(Br)c1)O2
    4%	0%
- COCCn1c(C(=O)N2CCCC2)cc2c1C[C@H]1CN(C(=O)c3ccccc3)[C@@](Cc3ccccc3)(C(=O)OC)[C@@H]21
    -2%	-1%
- COC(=O)c1ccc(C(NC(=O)OCc2ccccc2)/C(F)=C/[C@@H](C)C(=O)NCc2cccnc2)cc1 (stereo partly drawn)
    -6%	-5%
- CO[C@@H]1COC(=O)[C@H](Cc2ccccc2)NC(=O)C/C=C\[C@@H](C)[C@H](OC)COC(=O)[C@@H](C)NC(=O)C/C=C\[C@H]1C
    ?	2%&6%[12.4 µM]
- CC(=O)N[C@H](c1ccccc1)[C@@]1(C)C[C@@H]1[C@@H](C)C(=O)Nc1ccc2ccccc2c1
    -3%	-5%
- COC(=O)[C@@]1(Cc2ccc(OC)cc2)[C@H]2c3cc(C(=O)N4CCCC4)n(Cc4ccc(C(F)(F)F)nc4)c3C[C@H]2CN1C(=O)c1ccccc1
    -8%	-17%

Next section (4 carried over from the part before).
Order of values: APEX1 inh	BLM helicase inh
- COC(=O)c1ccc(C(NC(=O)OCc2ccccc2)/C(F)=C/[C@@H](C)C(=O)NCc2cccnc2)cc1 (stereo partly drawn)
    -6%	-5%
- CO[C@@H]1COC(=O)[C@H](Cc2ccccc2)NC(=O)C/C=C\[C@@H](C)[C@H](OC)COC(=O)[C@@H](C)NC(=O)C/C=C\[C@H]1C
    ?	2%&6%[12.4 µM]
- CC(=O)N[C@H](c1ccccc1)[C@@]1(C)C[C@@H]1[C@@H](C)C(=O)Nc1ccc2ccccc2c1
    -3%	-5%
- COC(=O)[C@@]1(Cc2ccc(OC)cc2)[C@H]2c3cc(C(=O)N4CCCC4)n(Cc4ccc(C(F)(F)F)nc4)c3C[C@H]2CN1C(=O)c1ccccc1
    -8%	-17%
- C=CCOC(=O)N[C@@H](Cc1ccccc1)/C(C(=O)OC)=C(\C)NCc1ccccc1
    0%	-15%
- COc1ccc(C#CC2C=CC(OC(C)=O)C(COC(C)=O)O2)cc1 (stereo not drawn)
    -11%&8%[12.4 µM]	0%&-1%[12.4 µM]
- CO[C@@H](CCO)C[C@H]1O[C@H](C(=O)OC(C)C)CC[C@@H]1C
    2%	-3%
- CC(C)=C1C(=O)C(c2ccccc2)=C2CN3C(=O)N(CCc4ccccc4)C(=O)[C@]3(Cc3ccc(C(F)(F)F)cc3)[C@H]21
    -4%	-5%
- COC(=O)[C@@H]1C[C@H]1[C@@H](NS(=O)(=O)c1ccc(-c2ccccc2)cc1)c1ccccc1
    -7%	-14%
- CC#CCN1c2ccccc2[C@]23C[C@@H](C(=O)OC)N(S(=O)(=O)c4cccs4)C2=NC(C(=O)OC)=C(C(=O)OC)[C@H]13
    1%[12.4 µM]	-8%[12.4 µM]
- COc1ccc(-c2cc3ccccc3c(=O)o2)cc1
    -1%	0%
- CCC1=C2CC[C@H]3C(=O)N(CC(=O)OC)C(=O)[C@H]3[C@H]2[C@@]2(Cc3ccccc3)C(=NCCOC)OC(=O)N2C1=O
    -3%	1%
- C=C(C)C(O)/C=C/c1ccccc1OC (stereo not drawn)
    7%[12.4 µM]	0%[12.4 µM]
- COc1cccc(-c2coc3ccc(Br)cc3c2=O)c1
    2%	3%
- COC(=O)N1C(/C=C/C=C/c2ccc(OC)cc2)=Cc2ccccc2C1CC(C)=O (stereo not drawn)
    -4%[12.4 µM]	-7%[12.4 µM]
- O=C1[C@@H]2[C@H]3C(=CC[C@@H]2C(=O)N1Cc1ccccc1)C1(OCCCO1)[C@H]1O[C@@H]1[C@H]3O
    46%[activator][12.4 µM]	-1%[12.4 µM]
- C=C(C[C@]1(C(=O)OC)CC2(CC=C(C)C)C(=O)C(C(=O)CC(C)C)=C(O)C(CC=C(C)C)(C1)C2=O)C(=O)OC (stereo partly drawn)
    -5%	0%
- C=CCOC(=O)C(C(C)=O)C(NC(=O)OC)c1cccc(C)c1 (stereo not drawn)
    ?	2%[12.4 µM]
- Cc1nc(NCCO)c2nc(-c3ccccc3)n(CCN(C)C)c2n1
    ?	0%
- CC(C)C[C@@H](CC(=O)N[C@@H](CCC(=O)O)CC(=O)O)NC(=O)[C@@H]1CCCC[C@H]1NC(=O)C[C@@H](NC(=O)C[C@H](Cc1c[nH]c2ccccc12)NC(=O)[C@@H]1CCCC[C@H]1N)C(C)C
    -3%	0%
- O=C(O)c1ccccc1-c1oc2cc(O)ccc2c(=O)c1Oc1ccccc1
    -2%	-1%
- CC(=O)Nc1ccc(C2NC(C(=O)O)CCC2C)cc1 (stereo not drawn)
    31%[activator][12.4 µM]	6%[12.4 µM]
- C[C@@]1(C(NC(=O)Cc2ccccc2)c2ccc(-c3ccccc3)cc2)C[C@H]1C1CCCCC1 (stereo partly drawn)
    -9%	0%
- C[C@@H]1OC2C3=C(C(=O)[C@H]4O[C@@H]4[C@H]3O)[C@@H]1[C@H]1[C@H](C)OC=C3[C@H](O)[C@H]4O[C@H]4/C(=N\OCc4ccccc4)[C@@]321
    0%[12.4 µM]	-4%[12.4 µM]
- CCCCC#CC1C=CC(Oc2cc(OC)c(OC)c(OC)c2)C(COC(=O)OCC)O1 (stereo not drawn)
    5%[12.4 µM]	-3%[12.4 µM]
- COC(=O)[C@@]1(Cc2ccc(OC)cc2)[C@H]2c3cc(C(=O)N4CCCC4)n(CCCNc4ncc(C(F)(F)F)cc4Cl)c3C[C@H]2CN1C(=O)c1ccccc1
    6%	-6%
- COC(=O)[C@@]1(C)C[C@@H]1[C@@H](NC(=O)[C@@]1(C)C[C@@H]1[C@@H](NC(=O)[C@@]1(C)C[C@@H]1[C@@H](NC(=O)[C@@]1(C)C[C@@H]1[C@@H](NC(=O)OCc1ccccc1)c1ccccc1)c1ccccc1)c1ccccc1)c1ccccc1
    -6%	2%
- CC(=O)O[C@@H](C)C#C[Si](C)(C)c1ccccc1
    2%	-1%
- CC(C)=NOC[C@@H](C)[C@H](OCc1ccccc1)C(C)C
    2%[12.4 µM]	-1%[12.4 µM]
- COC(=O)C1=C(C(=O)OC)[C@@H]2Nc3ccccc3[C@@]23C[C@@H](C(=O)OC)N(S(=O)(=O)c2ccc([N+](=O)[O-])cc2)C3=N1
    -3%[12.4 µM]	-1%[12.4 µM]
- COC(=O)CCC(=O)OC1(C)C(=O)C=C2C=C(C3CC3)OC=C2C1=O (stereo not drawn)
    -1%	0%
